Screening results (PubChem BioAssay)
PME-1 inh – PME-1 (human) inhibition. Q9Y570. recombinant PME-1, FP-Rh probe fluorescence polarization. inhibition, % at 5.9 µM. hit rate 0.53% among 320,000. AID 2130;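 active = inhibition above the campaign mean of all compounds plus 3 SD, cut at about 26% in these data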;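 note: competitive labeling of PME-1 active site by serine hydrolase directed probe; 0% = PME-1 with DMSO and 100% = wells lacking PME-1 enzyme; inhibitors block probe labeling so polarization falls and inhibition rises; many of its hits are not listed in these tables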
MEX-5 binding – C. elegans MEX-5 TCR-2 RNA binding activity | Q9XUB2 | MEX-5/FITC-TCR2 RNA binding, fluorescence polarization; hits give low values | activity score (negative = inhibition of binding), % at 10 µM | hit rate 0.38% among 300,000 | AID 1832;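 active = inhibition past about -25% in most replicates, and total fluorescence under double the plate's negative control median, limit read from the data; inconclusive = replicates evenly split on the limit, or fluorescence at least double controls; inactive = too little inhibition in most replicates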;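 note: 0% = DMSO and -100% = 5 µM competing unlabeled TCR2 RNA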
Target sequence (Q9XUB2 whole entry, looked up): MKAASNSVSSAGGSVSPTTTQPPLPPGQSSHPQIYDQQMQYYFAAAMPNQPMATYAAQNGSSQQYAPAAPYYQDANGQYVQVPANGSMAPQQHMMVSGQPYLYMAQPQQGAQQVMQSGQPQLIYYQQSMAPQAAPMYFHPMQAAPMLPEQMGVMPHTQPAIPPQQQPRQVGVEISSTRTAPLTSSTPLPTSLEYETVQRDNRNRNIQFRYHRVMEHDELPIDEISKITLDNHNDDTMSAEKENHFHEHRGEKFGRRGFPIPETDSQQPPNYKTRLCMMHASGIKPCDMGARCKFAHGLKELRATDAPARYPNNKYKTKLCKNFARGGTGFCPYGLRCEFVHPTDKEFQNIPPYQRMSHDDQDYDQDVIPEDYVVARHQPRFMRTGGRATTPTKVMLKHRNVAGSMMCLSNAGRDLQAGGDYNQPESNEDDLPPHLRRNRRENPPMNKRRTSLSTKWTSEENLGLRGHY
pPAFAH inh – inhibitors of human plasma PAF acetylhydrolase (pPAFAH). Q13093. recombinant pPAFAH, FP-rhodamine probe fluorescence polarization. inhibition, % at 3.39 µM. hit rate 1.5% among 330,000;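 active = inhibition above the mean inhibition across the screen plus 3 SD, cut at about 25% in these data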;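 note: inhibitors block binding of the rhodamine activity-based probe so polarization drops; 0% = enzyme with DMSO and 100% = wells lacking pPAFAH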
MCL1 BIM primary – disrupts human MCL1 binding to BIM-BH3 peptide; Q07820; inhibition, % at 10.9 µM; GST-MCL1 / FITC-Bim-BH3 fluorescence polarization; hit rate 0.68% among 320,000;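 active = inhibition above the mean inhibition of all tested compounds plus 3 SD, set per campaign, cut at about 40% in these data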;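 note: 0% = DMSO wells and 100% = unlabeled Bim-BH3 peptide control; higher means more loss of mP so more displacement of Bim peptide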
Target sequence (Q07820 whole entry, looked up): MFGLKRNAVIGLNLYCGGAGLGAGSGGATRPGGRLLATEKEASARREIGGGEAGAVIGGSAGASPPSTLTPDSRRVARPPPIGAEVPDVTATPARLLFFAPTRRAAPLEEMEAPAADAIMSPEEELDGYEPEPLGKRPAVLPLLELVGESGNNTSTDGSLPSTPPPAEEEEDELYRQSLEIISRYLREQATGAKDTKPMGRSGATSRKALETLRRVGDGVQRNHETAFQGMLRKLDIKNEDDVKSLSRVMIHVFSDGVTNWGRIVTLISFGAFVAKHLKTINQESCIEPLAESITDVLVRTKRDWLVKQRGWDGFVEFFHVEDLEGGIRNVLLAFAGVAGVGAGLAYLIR
Fam108B counter – counter-screen for RBBP9 inhibitors: inhibitors of mouse Fam108B | recombinant Fam108B, FP-Rh probe fluorescence polarization | inhibition, % at 9.51 µM | hit rate 0.33% among 300,000;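 active = inhibition above the screen mean inhibition plus 3 SD, computed separately per campaign, cut at about 18% in these data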;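 note: inhibitors lower polarization as less probe binds the enzyme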
PAFAH1B2 FP inh – inhibitors of human PAFAH1B2 | P68402 | recombinant PAFAH1B2, FP-rhodamine activity probe, fluorescence polarization | inhibition, % at 3.39 µM | hit rate 1.2% among 340,000 | AID 492953;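 active = inhibition above the mean of all tested compounds plus 3 SD, cut at about 24% in these data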;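 note: 0% = enzyme with DMSO and 100% = wells lacking PAFAH1B2; many of its hits are not listed in these tables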
Target sequence (P68402 whole entry, looked up): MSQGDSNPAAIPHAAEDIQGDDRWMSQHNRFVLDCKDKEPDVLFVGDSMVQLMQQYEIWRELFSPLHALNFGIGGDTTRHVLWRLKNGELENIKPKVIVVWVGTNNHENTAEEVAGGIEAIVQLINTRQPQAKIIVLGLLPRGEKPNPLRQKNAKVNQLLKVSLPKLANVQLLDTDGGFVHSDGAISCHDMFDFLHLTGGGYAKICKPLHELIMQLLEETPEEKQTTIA
Bcl-xL primary – blocks human Bcl-xL binding to Bim BH3 peptide; Q07817; GST-Bcl-xL / FITC-Bim BH3 peptide fluorescence polarization; inhibition, % at 10.9 µM; hit rate 0.7% among 320,000;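 active = inhibition above the mean of all tested compounds plus 3 SD, cutoff set per campaign, cut at about 30% in these data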;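 note: 0% = DMSO wells and 100% = unlabeled Bim-BH3 peptide competitor; inhibitors lower millipolarization by displacing the labeled peptide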
AHR activator – human AHR activation; activation, % at 5 µM; AHR-responsive luciferase reporter cells, luminescence; AID 2796; hit rate 2.5% among 320,000; P35869; in the data active = activation above about 47%;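 note: 0% = vehicle wells and 100% = reference agonist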
GLD-1 RNA inh – GLD-1-TGE RNA interaction inhibition (C. elegans); purified GLD-1 + fluorescein TGE RNA, fluorescence polarization; inhibition, % at 5.96 µM; hit rate 0.44% among 320,000;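 active = percent inhibition above a per-plate cutoff, the plate mean of test compounds plus 3 SD, cut at about 30% in these data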;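 note: 0% = DMSO wells with GLD-1 and probe and 100% = wells lacking GLD-1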
Numbers without * were called inactive; ? = inconclusive; / = not tested or not shown. Not all compounds are listed (hit frequency here may not be typical).

SMILES	PME-1 inh	MEX-5 binding	pPAFAH inh	MCL1 BIM primary	Fam108B counter	PAFAH1B2 FP inh	Bcl-xL primary	AHR activator	GLD-1 RNA inh
CCC(C)(C)n1nnnc1C(C(C)C)N1CCN(C)CC1 (configuration not stated)	3.7	-1.7	3.9	6.6	-2.0	-0.3	5.2	0.8	-1.5
Cc1n[nH]c(=O)nc1N/N=C/c1cccs1	3.3	0.5	4.8	4.3	4.0	-2.3	-1.4	5.8	-0.6
C=CCSc1nc2c(c(=O)[nH]1)C(C(C)C)C(C#N)=C(N)O2 (configuration not stated)	-2.2	0.6	0.4	2.8	0.1	1.7	-0.4	1.2	1.8
CSc1nnnn1-c1ccc(C)c(Cl)c1	3.1	-5.2	2.8	-18.8	1.8	0.3	1.7	-0.8	0.0
Cc1c(Cl)cccc1NC(=O)Cn1nnc(C(=O)NCc2cccs2)c1N	-1.0	3.9	5.6	-6.8	-8.1	-5.8	-1.5	-0.1	-4.7
CCCc1nc(NCc2ccco2)c(C#N)c2c1COC(C)(C)C2	4.4	0.9	12.6	-0.5	-1.5	4.8	1.8	-0.7	5.0
COc1ccc(C2NC(=O)NC(C)=C2C(=O)OCC2CCCCC2)cc1OC (configuration not stated)	2.8	-1.8	7.0	5.7	2.2	8.5	-1.3	-0.9	-2.2
O=C(CSc1nc(-c2ccccc2)cc(=O)[nH]1)NCc1ccc2c(c1)OCO2	-7.5	1.3	1.2	5.9	-0.2	20.2	8.1	-0.4	0.5
Cc1ccc(OCc2nnc(SCC(=O)NC3CCCCC3)n2C)cc1	1.4	-0.8	6.7	-1.3	-4.3	4.8	3.9	0.2	10.4
COc1ccc(N2CC(C(=O)NCCc3ccc(OC)c(OC)c3)CC2=O)cc1 (configuration not stated)	-7.2	1.6	2.5	4.1	-1.4	2.8	-0.3	1.2	-0.9
COc1ccc(-c2ccc(-c3noc(C(C)C)n3)c(OC)n2)cc1	-0.9	1.2	10.5	10.2	-4.5	1.4	3.3	4.5	-2.7
Cc1ccc(S(=O)(=O)/N=C(/Nc2nc(C)cc(C)n2)N2CCOCC2)cc1	-0.1	-0.6	3.5	6.0	-1.6	1.8	5.2	-4.0	2.6
COc1cccc(N(CC(=O)NCC2CCCO2)C(=O)CCC(=O)Nc2nccs2)c1 (configuration not stated)	-1.8	0.2	-9.1	-5.6	-3.0	0.4	-5.8	3.4	-1.6
COc1ccccc1NS(=O)(=O)c1ccc(C(=O)N2CCN(c3ccccn3)CC2)cc1	/	/	-0.3	/	/	1.7	/	2.4	3.2
O=C(NCCCCNC(=O)c1cccnc1)c1cccnc1	0.0	-1.4	-0.7	-3.4	-1.3	-1.5	0.8	-0.5	0.0
O=C(CCCc1nc2ccccc2s1)N1CCN(c2ccccc2F)CC1	-2.6	1.6	1.1	3.3	4.4	0.4	2.2	5.4	-8.3
CCCNS(=O)(=O)c1ccc(OCC(=O)NCc2ccco2)cc1	3.9	0.8	-4.8	4.6	-1.6	5.1	5.6	-2.6	3.4
COC(=O)c1c(NC(=O)Cc2ccccc2)sc2c1CC(C)(C)NC2(C)C	6.9	1.9	9.7	9.3	-1.7	-4.0	-2.2	0.7	3.9
COc1ccc2c(c1)c(C(C)=O)c(C)n2CCc1ccccc1	-10.2	-2.1	3.6	1.9	-7.1	1.6	-2.5	0.2	-5.2
CC(=O)Nc1c2c(nn1-c1ccc(C)cc1)CSC2	-1.0	2.2	3.6	4.0	2.5	-1.9	4.4	0.8	6.9
O=C(C1=C(O)C(=O)N(CCc2ccccc2)C1c1cccnc1)c1ccco1 (configuration not stated)	-9.4	0.8	-6.1	1.1	0.9	7.6	6.4	7.7	7.6
CCCCN(CC)CCCNC(=O)C1CCN(c2ncnc3c2sc2cccc(F)c23)CC1	3.5	0.5	-3.9	1.1	3.5	0.3	1.2	7.2	-0.8
CCOC(=O)N1CCN(C2=C(NS(=O)(=O)c3ccccc3)C(=O)c3ccccc3C2=O)CC1	2.8	-0.3	2.0	-3.8	2.8	2.4	1.1	1.1	8.7
CCCN(CCC)S(=O)(=O)c1ccc(NC(=O)c2cc(C(=O)OC)cc([N+](=O)[O-])c2)cc1	-3.0	-2.5	-4.9	2.5	3.4	-0.3	-0.9	0.8	5.7
O=C1CSC(c2ccccn2)N1c1ccccc1 (configuration not stated)	-3.1	-0.3	-2.8	-3.1	8.0	4.3	0.0	-5.2	-1.3
CCCN1C=CC(=C/C=C(\C#N)C(=O)OCC)C=C1	-5.9	?	-2.2	-248.1	4.9	/	-142.0	5.3	-251.2
COCCNC(=S)N1CCN(c2nc(-c3ccc(Cl)cc3)cs2)CC1	4.3	0.1	11.4	5.1	-1.4	1.2	1.9	2.6	-4.0
O=C(CN1CCN(Cc2ccccc2Cl)CC1)N/N=C/c1cccs1	-2.4	0.3	5.8	5.1	0.4	/	2.0	-0.5	2.3
O=C(NCc1ccc2c(c1)OCO2)c1cc(-c2ccccc2)nn1CC1CC(c2cccnc2)=NO1 (configuration not stated)	-0.3	-0.2	3.4	0.2	2.3	0.6	3.4	3.1	-1.4
Cc1ccc(C(=O)Nc2nc(-c3ccccc3)c(-c3ccccc3)o2)cc1	-17.2	0.1	5.9	-1.1	-10.6	-0.7	-0.1	5.2	7.9
CCC(=O)c1ccc(OCC(O)CNCc2ccc(F)cc2)cc1 (configuration not stated)	-4.4	-1.7	6.2	5.3	-3.3	-0.2	2.0	-2.7	1.8
S=C(NCC1CCCCC1)Nc1cccnc1	2.3	-0.4	3.2	11.0	-1.1	1.4	6.6	5.7	6.1
O=C(Nc1cccc(C(=O)NC2CCCCC2)c1)c1ccccc1	-6.9	-0.9	4.8	-0.2	-2.0	4.5	3.8	7.9	-0.6
CCOc1ccc(NC(=O)CN(C)C(=O)CN2C(=O)C3CCCCC3C2=O)cc1OCC (configuration not stated)	-4.2	/	-9.5	5.5	/	2.2	3.2	0.0	5.7
COc1ccccc1OCCNC(=O)C1CCN(C(C)=O)CC1	0.2	1.2	1.9	-4.2	-0.1	3.4	1.1	7.4	2.4
COc1ccc(C2CC(=O)c3cnn(-c4nc(C)cc(C)n4)c3C2)cc1OC (configuration not stated)	2.2	-4.5	-1.8	4.5	-0.1	3.6	3.5	3.9	-1.7
CC[C@@]1(C(=O)OC)N[C@H](CN(C)C(=O)Nc2ccccc2)[C@@H]2C(=O)N(Cc3ccccc3)C(=O)[C@@H]21	/	/	0.6	/	/	6.1	/	2.1	-1.1
S=C(NCCCN1CCOCC1)Nc1ccc(Cl)c(Cl)c1	-3.9	-0.3	1.0	4.6	-4.0	-4.6	5.0	1.2	5.6
O=c1oc2ccccc2cc1-c1csc(NN=C2CCCCC2)n1	18.7	0.5	15.4	9.2	10.7	2.3	9.8	5.2	8.7
Nc1cc(Cl)ccc1N1CCCCC1	-3.4	0.8	3.5	-6.4	-1.3	3.6	1.3	2.5	4.3
Cc1ccc(C(=O)N(CC(=O)NC2CCCC2)c2ccccc2Cl)s1	-3.2	-0.1	5.6	-8.9	1.3	5.8	-1.4	-1.0	12.9
Cc1cccc(NC(=O)CSc2nc3c(c(=O)[nH]2)CCCC3)c1C	-2.1	0.6	-6.4	3.5	6.0	2.6	-1.2	4.9	-3.4
COc1cccc(/C=C/c2nc3c(cnn3-c3ccccc3)c(=O)[nH]2)c1	-12.9	-1.7	-6.5	0.2	-12.1	0.1	-1.6	32.0	1.6
CC1=CC(c2ccc(Cl)cc2)n2nc(NC(=O)CCCC(=O)O)nc2N1 (configuration not stated)	3.6	0.1	0.5	1.4	-1.7	3.2	3.3	3.8	-0.7
CNc1cc([N+](=O)[O-])ccc1N/C=C/C(=O)c1ccc2c(c1)OCO2	3.8	0.6	6.3	-17.1	2.7	2.2	-3.9	29.1	5.4
CN(NC(=O)c1c(Cl)cccc1Cl)c1cccc(Cl)n1	0.5	-0.3	3.6	4.8	-1.2	1.8	5.4	-5.0	4.8
COc1cc(CCC(=O)OCC(=O)N2CC(=O)Nc3ccccc32)cc(OC)c1OC	/	/	3.5	/	/	6.6	/	1.9	-3.3
Cc1ccc(S(=O)(=O)N(C)C)cc1NC(=O)C(C)N(C)Cc1sccc1C (configuration not stated)	17.9	2.3	5.8	0.2	0.3	-6.5	1.2	0.6	6.6
CS(=O)(=O)N(CC(=O)N1CCOCC1)c1ccc2c3c(cccc13)CC2	-0.6	-1.2	0.6	-1.1	4.9	4.1	6.3	2.1	17.7
CCOc1ccc(NC(=S)N2CCN(C/C=C/c3ccccc3)CC2)cc1	-1.2	0.7	7.4	5.6	1.1	2.3	6.2	-1.3	3.3
Carrying on:
SMILES	PME-1 inh	MEX-5 binding	pPAFAH inh	MCL1 BIM primary	Fam108B counter	PAFAH1B2 FP inh	Bcl-xL primary	AHR activator	GLD-1 RNA inh
CC1CCc2nc(N)c(C#N)c(-c3cccnc3)c2C1 (configuration not stated)	0.7	1.9	0.1	4.7	8.8	-0.9	1.6	-2.6	0.9
CN(Cc1ccccc1)Cc1c(F)cccc1F	0.4	-0.6	-2.9	7.8	0.6	1.2	4.8	1.0	9.8
CCc1nnc(NC(=O)c2cccc(S(=O)(=O)N3CCCCC3)c2)s1	-1.9	-4.6	-2.7	-0.7	-3.6	8.3	6.3	15.8	3.1
CCc1ccc(N(CC(=O)NC2CCCCC2)S(=O)(=O)c2c(C)noc2C)cc1	4.0	-0.9	-1.8	0.7	-3.3	3.0	0.1	1.5	7.4
COC(=O)c1ccc(NC(=O)CNC(=O)C2CCCCC2)cc1	-1.2	2.7	-5.6	5.5	5.2	1.7	1.6	2.3	6.9
COc1ccc(OC)c(/C=N\NC(=O)c2c(C)nc3cc(C)ccn23)c1	-2.4	1.1	4.4	-6.0	4.2	0.4	2.2	4.3	7.3
O=C1NC(c2ccccc2)(C(F)(F)F)C(=O)N1Cc1cccnc1 (configuration not stated)	2.0	1.8	5.6	5.0	-1.0	3.5	2.3	-4.0	-1.2
COc1ccc(OC)c(NC(=O)CSc2nnc(CNC(=O)COc3ccc(Cl)cc3)o2)c1	-2.7	0.1	0.9	1.6	2.5	27.6*	-1.0	10.8	-6.2
O=C(NC1CCCC1)c1ccc(CS(=O)(=O)Cc2ccccc2Cl)o1	1.8	-0.5	5.8	-1.6	0.4	4.2	3.9	0.4	-3.6
CSc1nnc2c(n1)OC(C)=Nc1ccccc1-2	-0.3	0.2	2.4	5.9	-3.3	4.7	8.8	15.2	1.5
Nc1nc(N)nc(-c2cc(O)ccc2O)n1	3.7	/	2.6	17.5	/	0.4	13.2	18.1	9.7
O=C(CN1CCCCC1)Nc1cccc(Cl)c1Cl	0.8	-0.9	1.7	2.3	0.1	0.6	-1.7	-4.0	-3.8
[O-]C1=N/[N+](=C/c2ccccc2)CC1	2.8	-5.0	0.9	1.9	2.8	0.1	4.1	-0.8	6.5
CCC(=O)c1ccc(OCC(O)CNC2CCCC2)cc1 (configuration not stated)	-0.2	-0.9	2.3	3.0	-0.4	0.2	2.2	-0.7	1.7

Compound profiles, from the list above. Order of screens: PME-1 inh | MEX-5 binding | pPAFAH inh | MCL1 BIM primary | Fam108B counter | PAFAH1B2 FP inh | Bcl-xL primary | AHR activator | GLD-1 RNA inh
O=C(CN1CCCCC1)Nc1cccc(Cl)c1Cl is listed with 0.8 | -0.9 | 1.7 | 2.3 | 0.1 | 0.6 | -1.7 | -4.0 | -3.8
[O-]C1=N/[N+](=C/c2ccccc2)CC1 is listed with 2.8 | -5.0 | 0.9 | 1.9 | 2.8 | 0.1 | 4.1 | -0.8 | 6.5
